High-throughput results: PubChem, Fisher Drug Discovery Resource Center
hcGAS lum: human cGAS inhibition; recombinant h-cGAS, ATP depletion, Kinase-Glo luminescence; inhibition, % at 12.5 µM; actives 0.081% (n = 290,000); AID 1259398;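 further: 0% = vehicle reaction and 100% = reaction without DNA for no activity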
Target sequence (Q8N884 whole entry, looked up): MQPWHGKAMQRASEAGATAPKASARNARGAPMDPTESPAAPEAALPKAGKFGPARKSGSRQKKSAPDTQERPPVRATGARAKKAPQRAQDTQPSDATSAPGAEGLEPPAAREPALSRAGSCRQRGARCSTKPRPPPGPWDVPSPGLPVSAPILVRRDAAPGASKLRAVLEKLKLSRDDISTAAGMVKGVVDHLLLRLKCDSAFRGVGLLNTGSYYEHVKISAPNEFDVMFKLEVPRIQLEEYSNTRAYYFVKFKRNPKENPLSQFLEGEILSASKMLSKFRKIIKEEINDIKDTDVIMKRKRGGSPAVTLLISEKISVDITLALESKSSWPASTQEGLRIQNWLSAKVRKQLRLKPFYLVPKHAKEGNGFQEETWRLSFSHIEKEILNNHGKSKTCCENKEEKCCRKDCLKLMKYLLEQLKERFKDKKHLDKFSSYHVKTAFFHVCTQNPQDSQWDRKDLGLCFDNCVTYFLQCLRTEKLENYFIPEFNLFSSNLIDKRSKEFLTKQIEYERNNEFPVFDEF
NPYLR7 ag: mosquito NPYLR7 agonism; HEK293T NPYLR7/Galpha15, GCaMP6s calcium fluorescence; activation, % at 10 µM; actives 0.15% (n = 270,000); in the data active means activation above about 40%;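 further: 0% = vehicle and 100% = reference agonist at the receptor; some compounds past the cut are filed as inactive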
mcGAS lum: blocks mouse cGAS activity | Q8C6L5 | AID 1259399 | actives 0.15% (n = 160,000) | recombinant cGAS, Kinase-Glo ATP depletion luminescence | inhibition, % at 12.5 µM;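 further: 0% = negative control wells and 100% = reference inhibitor with no enzyme activity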
The depositor's hits bear a star; x = no result given; & = joins results of further samples. Unless noted, no stated cut-off is given here; in the data, active means inhibition above about 40%; inactive means the rest. An unsorted share of the library; any-hit rate near 0.29%.

A first look, 16 compounds:
SMILES | hcGAS lum | NPYLR7 ag | mcGAS lum
CCCc1nc(CN(CC)C(=O)C2CCc3ccccc3C2)no1 (centres undefined) | -9 | 1 | x
CCCN(C(=O)CCn1c(C)csc1=O)C1CCc2ccccc21 (centres undefined) | -5 | -2 | x
Cc1ccc(-c2nnc(SCc3cn4cccc(C)c4n3)o2)cc1C | -4 | 0 | x
Cn1cnc(-c2ccc(F)cc2)c1N | -11 | 5 | x
COCCN1C(=O)NC(Cc2ccc(F)cc2)(C2CCN(C(=O)c3ccc(F)cc3)CC2)C1=O (centres undefined) | -7 | 25 | -8
O=c1ccn(Cc2ccc(F)c3cccnc23)c2ccccc12 | -5 | 0 | x
CCCn1ncc(C(=O)N2CCC(C(=O)NCC)C2)c1C (centres undefined) | -7 | 7 | -15
CN(Cc1cc(-c2cccs2)n[nH]1)C(=O)c1cn(CC2CCCNC2)nn1 (centres undefined) | 2 | 3 | -3
CNc1nc2[nH]c(=O)c(C)nc2c(=O)[nH]1 | -1 | 3 | x
Nc1cc[n+](CC(=O)c2ccc3c(c2)OCCO3)cc1 | -4 | -2 | x
O=C(CSc1nc2c(c(=O)n1-c1ccccc1)SCC2)N1CCOCC1 | -9 | -4 | x
Cc1c(C(C)NC2CCN(Cc3ccccn3)CC2)cnn1-c1ccc(F)cc1F (centres undefined) | -8 | 14 | x
Cc1ccc(F)c(S(=O)(=O)NCc2cc3cc(F)ccc3s2)c1 | -10 | 5 | x
Cc1ccccc1CN1CCN(c2nc3c(c(=O)[nH]c(=O)n3C)n2Cc2cccc3ccccc23)CC1 | 4 | -8 | x
CCCc1[nH]n(-c2cccc(Cl)c2)c(=O)c1C1=C([n+]2cccc(CC)c2)C(=O)N(CCC)C1=O | -11 | 12 | -8
CC1(C(=O)NCc2ccccc2Br)CCN1Cc1csc2ccccc12 (centres undefined) | -5 | 10 | x

Main list, from the first entry:
SMILES | hcGAS lum | NPYLR7 ag | mcGAS lum
CCCc1nc(CN(CC)C(=O)C2CCc3ccccc3C2)no1 (centres undefined) | -9 | 1 | x
CCCN(C(=O)CCn1c(C)csc1=O)C1CCc2ccccc21 (centres undefined) | -5 | -2 | x
Cc1ccc(-c2nnc(SCc3cn4cccc(C)c4n3)o2)cc1C | -4 | 0 | x
Cn1cnc(-c2ccc(F)cc2)c1N | -11 | 5 | x
COCCN1C(=O)NC(Cc2ccc(F)cc2)(C2CCN(C(=O)c3ccc(F)cc3)CC2)C1=O (centres undefined) | -7 | 25 | -8
O=c1ccn(Cc2ccc(F)c3cccnc23)c2ccccc12 | -5 | 0 | x
CCCn1ncc(C(=O)N2CCC(C(=O)NCC)C2)c1C (centres undefined) | -7 | 7 | -15
CN(Cc1cc(-c2cccs2)n[nH]1)C(=O)c1cn(CC2CCCNC2)nn1 (centres undefined) | 2 | 3 | -3
CNc1nc2[nH]c(=O)c(C)nc2c(=O)[nH]1 | -1 | 3 | x
Nc1cc[n+](CC(=O)c2ccc3c(c2)OCCO3)cc1 | -4 | -2 | x
O=C(CSc1nc2c(c(=O)n1-c1ccccc1)SCC2)N1CCOCC1 | -9 | -4 | x
Cc1c(C(C)NC2CCN(Cc3ccccn3)CC2)cnn1-c1ccc(F)cc1F (centres undefined) | -8 | 14 | x
Cc1ccc(F)c(S(=O)(=O)NCc2cc3cc(F)ccc3s2)c1 | -10 | 5 | x
Cc1ccccc1CN1CCN(c2nc3c(c(=O)[nH]c(=O)n3C)n2Cc2cccc3ccccc23)CC1 | 4 | -8 | x
CCCc1[nH]n(-c2cccc(Cl)c2)c(=O)c1C1=C([n+]2cccc(CC)c2)C(=O)N(CCC)C1=O | -11 | 12 | -8
CC1(C(=O)NCc2ccccc2Br)CCN1Cc1csc2ccccc12 (centres undefined) | -5 | 10 | x
COc1nc(-c2ccc(C(F)(F)F)cc2)n(-c2ccc(NC(=O)c3ccco3)cc2)n1 | -2 | 3 | -7
COc1ccc(CCOc2nc(-c3ccc(C(F)(F)F)cc3)n(-c3ccc(N)cc3)n2)cc1 | -1 | -2 | -4
CCN(CC)C(=O)c1c(-c2ccccc2)noc1C | -1 | -1 | x
O=C(COc1ccc(Cl)cc1)N(Cc1ccccn1)C1CCSC1 (centres undefined) | 5 | -1 | x
O=C1NC2(CCN(S(=O)(=O)c3cccc(C(F)(F)F)c3)CC2)Nc2cccc(Cl)c21 | -6 | 1 | -5
O=C(CN(Cc1ccsc1)C1CC1)N1CCc2sccc2C1 | -11 | 4 | x
CCOC(=O)c1c(C)[nH]c(C(=O)C(=O)N2CCN(Cc3ccccc3)CC2)c1-c1ccccc1 | -3 | 10 | x
COc1ccc(CCN(Cc2sccc2C)C(=O)CN(CC(C)C)C(=O)Nc2ccc(SC)cc2)cc1OC | -6 | -1 | -4
Cc1ccc(C2(O)CCN(C(=O)C(C)Cn3cncn3)CC2)nc1 (centres undefined) | -5 | -5 | x

(listing goes on)
SMILES | hcGAS lum | NPYLR7 ag | mcGAS lum
CCc1cc(CN2CCN(CC(=O)N3CCCCC3)CC2)c(O)c(C(C)(C)C)c1 | 18 | -1 | x
Cc1ccc(-c2nnc(CN3CCCC3c3nc4ccccc4s3)o2)n1C (centres undefined) | -5 | 6 | x
Cc1ccc(-c2noc(CN3c4ccc(S(N)(=O)=O)cc4CC3C)n2)cc1 (centres undefined) | -7 | 0 | -7
Cc1ccc2nc(CN(C)C(=O)C3CC(C(C)C)=NO3)[nH]c2c1 (centres undefined) | -8 | 3 | x
CCCC(=O)OCC(O)CN(Cc1cccc(OC)c1)CC1CCCO1 (centres undefined) | -5 | 28 | -5
Cn1ccnc1SCc1ccc(C(=O)NCCS(C)=O)o1 (centres undefined) | -9 | 6 | x
CCOC(=O)c1[nH]c2ccc(OC)cc2c1NC(=S)N1CCN(C(=O)OCC)CC1 | -7 | -9 | -7
O=C(CCN(CCCN1CCOCC1)c1nc(-c2cccs2)nc2ccccc12)NCc1ccco1 | -4 | 20 | -10
Cc1ccc(C(=O)Cn2nc(-c3cccs3)c3sc(N4CCOCC4)nc3c2=O)cc1 | -3 | 0 | 0
CCCCN(CC(=O)N1c2ccccc2-n2cccc2C1c1ccc(Cl)cc1)C(=O)c1ccc([N+](=O)[O-])cc1 (centres undefined) | 6 | 6 | 1
O=C(CSc1ncn[nH]1)c1c[nH]c2ccccc12 | -10 | 11 | x
CCCNC(=O)C1(C)CCN(CCS(=O)(=O)c2ccc(C)cc2)C1 (centres undefined) | -12 | 8 | x
O=C(NN=C1c2ccccc2-c2ccccc21)c1cccc(S(=O)(=O)N2CCCCC2)c1 | -3 | 0 | -3
CCC(C=NNc1nc(C)cc(C)n1)CC | -3 | 8 | x
CCOCCCNc1nncc(-c2ccccc2F)n1 | -7 | 6 | x
COc1ccc(/C=C2\C=C(c3ccccc3)N(c3cccc(Br)c3)C2=O)cc1 | -2 | 1 | -3
C=CCN(CC=C)S(=O)(=O)c1ccc(NC(=S)NC(=O)Cc2ccc(OC)cc2)cc1 | 4 | 3 | x
O=C1CCCC2[C@@H]3CCC[N@+]4([O-])CCC[C@H](CN12)C34 (some centres undefined) | -6 | 3 | -5
CCS(=O)(=O)NCCc1csc2nc(-c3ccccc3)nn12 | -4 | -11 | -9
COc1ccc(CN(CCc2c[nH]c3ccccc23)C(=O)CN(C(=O)c2ccc([N+](=O)[O-])cc2Cl)C2CC2)cc1 | -10 | x | -7
Cc1cc(S(=O)(=O)N2CCCOC2CNC(=O)C(=O)NCCO)ccc1F (centres undefined) | 0 | 1 | x
O=C1NC2(Nc3sc4c(c31)CCCC4)C(=O)Nc1ccc(Br)cc12 (centres undefined) | 35 | 1 | x
Cc1nn(C)c(C)c1CNCCC12CC3CC(CC(C3)C1)C2 | -8 | -3 | x
CCc1nc(CC2CN(C(=O)CN3CC4(CCCC4)CC3=O)CCO2)no1 (centres undefined) | -1 | x | -4
CCn1nnc2c(N3CCOCC3)ncnc21 | -13 | 12 | x

Continuation.
SMILES | hcGAS lum | NPYLR7 ag | mcGAS lum
Cc1ccc(NC(=O)N(Cc2ccccc2)Cc2cccn2Cc2ccccc2C)cc1Cl | 7 | x | 1
O=C(NCC1CCCN(Cc2cccc3nonc23)C1)C1(c2ccc(Cl)cc2)CC1 (centres undefined) | -1&3 | 1&-4 | x
COc1ccc(Oc2ncccc2NC(=O)N2CCc3ccccc32)cc1 | -6 | 4 | x
COCCn1c(=O)c2c(nc3n(CC4CCCO4)c(C)cn23)n(C)c1=O (centres undefined) | -3 | -2 | x
COc1ccc2c(OC)c3ccoc3nc2c1OC | -7&-6 | 7&-5 | -2&-2
Cc1ccccc1CCNS(=O)(=O)c1cccs1 | -6 | 7 | x
CCCCN(CC(=O)Nc1cc(C(C)(C)C)nn1-c1ccc(Cl)c(Cl)c1)C(=O)Nc1ccc([N+](=O)[O-])cc1 | -6 | 13 | -5
O=C(Nc1ccc(-c2onc3c2CCCC3)cc1)c1cc(F)c(F)c(F)c1F | -2 | -1 | 0
CNC(=O)c1cccc(NCCN2CCCC(C)C2)n1 (centres undefined) | 0 | -3 | 3
COCCN(C)C(=O)C1CCCN(C(C)C(=O)Nc2ccccc2)C1 (centres undefined) | -4 | 4 | -15
CCc1ccccc1NC(=O)N(Cc1nc(C(=O)O)cs1)C(C)C | -2 | 15 | x
NC(=O)c1nc(-c2ccc(Cl)cc2Cl)nc2c1[nH]c(=O)n2-c1ccccc1F | -7 | -5 | -7
Fc1ccccc1C1CC(c2ccccc2)=NN1c1ccccc1 (centres undefined) | 0 | -10 | 7
O=C(NCC1CCCO1)C1COC2(CCN(C(=O)Cc3ccccc3)CC2)N1C(=O)c1ccc(F)cc1 (centres undefined) | -5 | 2 | -4
CC(C)(C#N)CCCNc1cccc(S(C)(=O)=O)c1 | -13 | 10 | x
O=S(=O)(CCOc1ccccc1)N1C[C@H]2CC=CC[C@H]2C1 | -6 | 0 | x
C/C(=C/C(=O)NS(=O)(=O)Cc1ccc(C#N)cc1)c1ccncc1 | -2 | 9 | -9
Cc1cccc(CN2CCN3CCN(C)CC3C2)c1O (centres undefined) | -13 | 15 | x
O=C(c1ccc(-n2cccc2)cc1)N1CCN(S(=O)(=O)c2cccc3nsnc23)CC1 | 4 | -8 | x
CCCN(CCC)Cc1nc(C(C)C)no1 | -10 | 12 | x
CC(C(=O)Nc1ccc(Cl)cc1)N1CCN(c2ncccn2)CC1 (centres undefined) | -11 | 7 | -10
COc1cc(/C=C/C(=O)N2CCCC2C(C)C)ccc1OCC(N)=O (centres undefined) | -4 | -3 | x
COCCn1c(O)c(C=Nc2c(C)nn(C)c2C)c(=O)[nH]c1=S | -2 | -6 | 2
Cc1ccc(C)n1-c1ccc(CNC(=O)NC2CC2)cc1 | -5 | 3 | -7
C/C=C(\C)CN(CCc1ccccc1)CC1CCCN(C)C1 (centres undefined) | -2 | -2 | x

(next part)
SMILES | hcGAS lum | NPYLR7 ag | mcGAS lum
Cc1ccc(-c2cc(C(=O)NCc3cccnc3)n(-c3cccc([N+](=O)[O-])c3)n2)o1 | -15 | 21 | -4
CCCc1nnc(Cl)n1-c1cccc2ncccc12 | -5 | -1 | x
CCOc1ccc(Nc2oc(-c3ccc(S(=O)(=O)N(C)Cc4ccccc4)cc3)nc2C#N)cc1 | -8 | 0 | -7
O=C(C(=O)N1CCCn2nc(C(=O)N3CCCC3)cc2C1)c1cccs1 | -6 | 0 | -11
Cn1c(=O)n(C)c2cc(CNC(=O)c3cn(CCc4ccccc4)nn3)ccc21 | -9 | 2 | x
O=C(Nc1ccc2c(c1)CN(C(=O)Nc1cccs1)CC2)c1ccccn1 | -6 | -1 | -8
Cc1ccc(C)c(S(=O)(=O)Nc2cc(-c3ccccc3)nn2C2CCS(=O)(=O)C2)c1 (centres undefined) | -6 | 0 | -6
COC(=O)CSc1nc(-c2ccco2)nc2c1c(=O)n(C)c(=O)n2C | -3 | 3 | -2
O=C(c1cc(=O)n(-c2ccccc2)[nH]1)N1CCC2(CCCO2)CC1 | -4 | 7 | -14
CCOc1ccccc1NC(=O)c1oc2ccccc2c1NC(=O)c1ccc(C)cc1 | -9 | -9 | x
CCC1COCCN1C(=O)Nc1ccc(-c2nccc(C)n2)cc1 (centres undefined) | -6 | 6 | x
Cc1cc(NCCN2CCOCC2)c2cc(OC(F)(F)F)ccc2n1 | -6 | 2 | x
Cc1cc(C)c2cc(C(=O)N3CCC(n4c(C)nc5ccc(C)cc54)CC3)[nH]c2c1 | -10 | x | -7
CN1C(=O)C2(NC(=O)c3ccccc3N2C)c2ccccc21 (centres undefined) | -7 | 1 | x
OC(CN1CCCC1c1ccccc1)c1ccccc1Cl (centres undefined) | -4 | -2 | -7
Cc1cccc(Nc2ccc(N3CCN(C(=O)CCC4CCCCC4)CC3)nn2)n1 | -7 | 6 | x
O=C(Cn1nc(-c2ccccc2)c2sc(N3CCOCC3)nc2c1=O)c1ccc2c(c1)CCCC2 | -6 | -4 | -11
CCC(C)C(NC(C)=O)C(=O)Nc1ccncc1 (centres undefined) | 0 | 1 | -1
CC(C)n1ccnc1C1CCCN(S(=O)(=O)C2CC2)C1 (centres undefined) | 1 | x | 1
C=CCn1c(O)c(C#N)c(C)cc1=O | -1 | 9 | x
CCc1c(C)nn(CC(=O)N2CC[C@H](CO)[C@H](O)C2)c1C | -8 | -1 | -18
O=C(OCc1cc(-c2ccccc2F)on1)c1cc2ccccc2oc1=O | -5 | -2 | x

Some entries already given, showing only NPYLR7 ag and hcGAS lum:
Compound,NPYLR7 ag,hcGAS lum
O=S(=O)(CCOc1ccccc1)N1C[C@H]2CC=CC[C@H]2C1,0,-6
C/C(=C/C(=O)NS(=O)(=O)Cc1ccc(C#N)cc1)c1ccncc1,9,-2
